Screening data as filed in PubChem BioAssay.
PABP1 MLLE inh: inhibitors of microRNA-mediated deadenylation, human PABP1 MLLE binding; GST-MLLE / FITC-PAM2 fluorescence polarization; P11940; inhibition, % at 20 µM; actives 0.36% (n = 360,000); in the data active means inhibition above about 35%, passing the limit was not always enough;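 further: plate controls were DMSO wells with GST-MLLE for no effect and wells lacking GST-MLLE protein for full effect; some results filed as inactive read as strong as hits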
FAS TE block: FAS thioesterase (human) inhibition; actives 0.67% (n = 360,000); P49327; recombinant FAS-TE, OMFH fluorogenic substrate, fluorescence endpoint; inhibition, % at 15 µM;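 active means compounds whose normalised, plate-corrected inhibition of enzyme fluorescence in the single-dose primary screen is 50% or more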;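 further: 0% = DMSO with enzyme and 100% = substrate without enzyme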
E coli Lon inh: inhibitors of E. coli Lon protease | P0A9M0 | purified E. coli Lon protease, fluorescence polarization | inhibition, % at 7.94 µM | actives 0.42% (n = 360,000) | AID 602123; in the data active means inhibition above about 13%, passing the limit was not always enough;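 further: 0% = enzyme with probe and DMSO and 100% = no enzyme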
Target sequence (P0A9M0 whole entry, looked up): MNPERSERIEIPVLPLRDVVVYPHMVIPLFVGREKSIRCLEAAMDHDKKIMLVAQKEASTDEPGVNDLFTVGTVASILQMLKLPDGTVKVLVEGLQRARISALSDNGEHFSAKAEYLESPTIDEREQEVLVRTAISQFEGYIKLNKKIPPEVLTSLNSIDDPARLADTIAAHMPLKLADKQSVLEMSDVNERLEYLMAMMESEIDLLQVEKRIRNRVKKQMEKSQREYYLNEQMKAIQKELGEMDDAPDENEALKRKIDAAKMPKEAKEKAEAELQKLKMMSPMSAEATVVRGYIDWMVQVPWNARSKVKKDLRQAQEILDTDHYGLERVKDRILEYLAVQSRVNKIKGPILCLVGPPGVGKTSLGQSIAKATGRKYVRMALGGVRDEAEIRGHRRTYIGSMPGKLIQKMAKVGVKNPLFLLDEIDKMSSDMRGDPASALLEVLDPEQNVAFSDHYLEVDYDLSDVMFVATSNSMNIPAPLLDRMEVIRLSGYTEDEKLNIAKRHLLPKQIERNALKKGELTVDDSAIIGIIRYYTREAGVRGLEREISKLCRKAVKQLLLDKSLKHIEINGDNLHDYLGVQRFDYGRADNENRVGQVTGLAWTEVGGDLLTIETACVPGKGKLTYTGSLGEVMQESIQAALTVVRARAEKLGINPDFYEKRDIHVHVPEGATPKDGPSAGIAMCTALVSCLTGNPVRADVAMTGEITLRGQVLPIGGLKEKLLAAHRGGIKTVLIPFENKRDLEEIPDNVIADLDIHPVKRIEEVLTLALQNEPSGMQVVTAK
MsrA act: bovine methionine sulfoxide reductase A activation; activation, % at 10.6 µM; purified bovine MsrA, absorbance read-out; AID 602163; actives 0.3% (n = 360,000); in the data active means activation above about 7.5%;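 further: 0% = vehicle and 100% = reference activator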
MT1-MMP act inh: MT1-MMP (human) activation inhibition. P50281. AID 651647. HT1080 RFP-PRO-GFP cells, GFP/RFP ratio fluorescence, overnight; percent of plate control window, DMSO zero. GFP/RFP ratio change, % at 20 µM. actives 0.061% (n = 360,000);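 active means GFP/RFP ratio change of at least 30% with cell ATP level not reduced by more than half and red fluorescence within 50% of control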; further: strong numbers were not always called active
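Assay system: HT1080 RFP-PRO-GFP cells. Benchmarks: DMSO vehicle wells and RFP-L50D-GFP reporter cell wells. Times: overnight cell settling, then overnight compound exposure, 37 °C, 5% CO2. Compound: 20 µM single dose, 1% DMSO. Read-out basis: GFP/RFP fluorescence ratio.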
MsrA inhibitor: inhibitors of bovine MsrA; purified bovine MsrA, absorbance read-out; inhibition, % at 15.5 µM; actives 0.75% (n = 360,000); in the data active means inhibition above about 4.5%;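 further: 0% = vehicle wells with enzyme and 100% = reference inhibitor wells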
Tb MetRS inh: blocks T. brucei methionyl-tRNA synthetase activity. inhibition, % at 11.9 µM. AID 624268. actives 0.4% (n = 360,000). purified T. brucei MetRS, ATP depletion, Kinase-Glo luminescence;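 active means inhibition above a per-plate cutoff of the control wells' mean inhibition plus 3 SD, cut at about 5.5% in these data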;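 further: 0% = DMSO wells median and 100% = median of wells with control inhibitor compound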
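Material – parasite MetRS enzyme · Medium – HEPES-MgCl2-KCl buffer plus DTT, spermine, BSA, pyrophosphatase · Reagent – ATP, methionine and E. coli bulk tRNA substrates · Times – 15 min enzyme-compound preincubation, 2 h reaction, 10 min detection, 25 °C · Measured by – luminescence of leftover ATP · Evaluation – percent inhibition relative to median high and low control wells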
SKN-1 block: inhibitors of C. elegans SKN-1; C. elegans VP596 Pgst-4::GFP/RFP ratio, acrylamide-induced, 24 h; inhibition, % at 21.8 µM; actives 0.49% (n = 360,000);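 active means interference check ratio from 0.5 to 1.5 plus GFP to RFP signal ratio inhibition reaching or exceeding a fixed threshold, cut at about 30% in these data, passing the limit was not always enough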; further: some compounds called inactive have numbers as strong as hits
CendR NRP1 mod: modulators of CendR peptide binding to human neuropilin-1; O14786; FAM-RPARPAR peptide binding to NRP-1, fluorescence polarization; inhibition, % at 25 µM; actives 0.85% (n = 360,000); AID 602438;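 active means inhibition or corrected inhibition above about 18%, plus a signal ratio from 0.5 to 1.5, limit read from the data, passing the limit was not always enough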; further: strong numbers were not always called active
* hit, by the source's call; . = no result given. Not a hit list. Share with any hit: about 4%.

(1) Cc1cc(C)c(NC(=O)CCCSc2nnc(N)s2)c(C)c1
(2) Cc1cccc(-c2noc(CNC(=O)Nc3ccc(F)cc3)n2)c1
(3) C#CCOCCOCCOCCNc1nc(N2CCN(C(=O)[C@H](C)n3cc(CCCN=C(N)N)nn3)CC2)nc(N2CCN(C(=O)[C@H](C)n3cc(CCCN=C(N)N)nn3)CC2)n1
(4) COC(c1ccccc1)c1nnc(CCC(=O)N(C)Cc2cccc(-n3cccn3)c2)o1 (stereo not drawn)
(5) COc1ccc(Nc2nc(C)nc3c2oc2ccccc23)c(OC)c1
(6) COc1ccc(NC(=O)CSc2nccn2Cc2ccc(F)cc2)c(OC)c1

assay / compound | 1 | 2 | 3 | 4 | 5 | 6
PABP1 MLLE inh | 9 | -7 | 3 | -7 | 2 | -29
FAS TE block | -23 | 6 | -16 | -3 | -3 | 2
E coli Lon inh | -6 | 6 | -3 | 0 | -3 | 4
MsrA act | -3 | -7 | -2 | 1 | -1 | -3
MT1-MMP act inh | -1 | 4 | 3 | 2 | 1 | 4
MsrA inhibitor | 0.5 | 1.6 | -0.6 | -0.2 | 0.7 | -0.9
Tb MetRS inh | -0.4 | 0.2 | 0.1 | -0.2 | -0.1 | -0.3
SKN-1 block | 6 | 9 | 4 | 3 | 11 | 0
CendR NRP1 mod | 3 | -16 | 2 | -1 | 0 | 21

5 entries from above, reformatted:
Under each structure – PABP1 MLLE inh, FAS TE block, E coli Lon inh, MsrA act, MT1-MMP act inh, MsrA inhibitor, Tb MetRS inh, SKN-1 block, CendR NRP1 mod
1	Cc1cc(C)c(NC(=O)CCCSc2nnc(N)s2)c(C)c1
→ 9, -23, -6, -3, -1, 0.5, -0.4, 6, 3
2	Cc1cccc(-c2noc(CNC(=O)Nc3ccc(F)cc3)n2)c1
→ -7, 6, 6, -7, 4, 1.6, 0.2, 9, -16
3	C#CCOCCOCCOCCNc1nc(N2CCN(C(=O)[C@H](C)n3cc(CCCN=C(N)N)nn3)CC2)nc(N2CCN(C(=O)[C@H](C)n3cc(CCCN=C(N)N)nn3)CC2)n1
→ 3, -16, -3, -2, 3, -0.6, 0.1, 4, 2
4	COC(c1ccccc1)c1nnc(CCC(=O)N(C)Cc2cccc(-n3cccn3)c2)o1 (stereo not drawn)
→ -7, -3, 0, 1, 2, -0.2, -0.2, 3, -1
5	COc1ccc(Nc2nc(C)nc3c2oc2ccccc23)c(OC)c1
→ 2, -3, -3, -1, 1, 0.7, -0.1, 11, 0

(further entries)
(7) Cc1c(C(=O)OC/C(O)=C(\C#N)c2nc3ccccc3[nH]2)oc2ccccc12
(8) COc1ccc(OCC(=O)NC(=S)Nc2ccc(N3CCOCC3)c(Cl)c2)cc1
(9) CC(=O)NC(c1cccc(F)c1)c1nc(-c2cc3ccccc3o2)cs1 (stereo not drawn)
(10) O=C(CSc1nnc(-c2cccnc2)n1-c1ccccc1)N1CCN(c2ccc(F)cc2)CC1
(11) CCC1NC(=O)c2ccccc2N1c1cccc(Cl)c1 (stereo not drawn)
(12) O=C(Nc1cccc(-c2nnc(-c3ccccc3)o2)c1)C1CCCO1 (stereo not drawn)

assay / compound | 7 | 8 | 9 | 10 | 11 | 12
PABP1 MLLE inh | -45 | 31 | -2 | -7 | -2 | -11
FAS TE block | -6 | 7 | 13 | -13 | 2 | 1
E coli Lon inh | -8 | 1 | -3 | -2 | 3 | -3
MsrA act | -3 | -1 | -2 | -4 | -4 | -2
MT1-MMP act inh | -9 | -4 | -1 | -17 | 8 | 5
MsrA inhibitor | -1.5 | . | -0.3 | 0.0 | 0.1 | 0.1
Tb MetRS inh | -0.1 | -0.3 | 0.3 | 0.0 | -0.6 | -0.5
SKN-1 block | -12 | 4 | 3 | 3 | 9 | 12
CendR NRP1 mod | -55 | -11 | 1 | 4 | 14 | 0

(13) COc1ccc(C(=O)N/C(=C/c2cccnc2)C(=O)N2CCN(C)CC2)cc1OC
(14) CN1CCOc2cc(S(=O)(=O)NCc3ccc(S(N)(=O)=O)cc3)ccc21
(15) CCOC(=O)N1CCN(C(=O)c2ccccc2NS(=O)(=O)c2ccc(C)cc2)CC1
(16) N#Cc1cc(Oc2cccnc2)c(Oc2cccnc2)cc1C#N
(17) COc1ccc(CN2C(=O)c3ccccc3C2C(=O)NC2CCCCCC2)c(OC)c1 (stereo not drawn)
(18) COc1ccccc1NC(=O)Nc1nc(C(N)Cc2ccccc2)cs1 (stereo not drawn)

assay / compound | 13 | 14 | 15 | 16 | 17 | 18
PABP1 MLLE inh | 0 | 6 | -1 | 7 | 4 | 15
FAS TE block | -8 | -2 | -6 | 7 | 1 | -8
E coli Lon inh | -6 | -3 | -4 | -7 | 0 | 0
MsrA act | -10 | -4 | -6 | -2 | -7 | -3
MT1-MMP act inh | 3 | -4 | -2 | -5 | 0 | 1
MsrA inhibitor | 2.1 | 1.1 | -0.3 | -0.3 | 0.1 | 1.2
Tb MetRS inh | -1.3 | -0.5 | -0.3 | 0.9 | -0.9 | -0.1
SKN-1 block | -8 | -6 | -8 | -21 | -14 | 0
CendR NRP1 mod | 7 | 6 | 14 | 1 | 6 | -5

(19) CCN(CC)CCCN(Cc1cc2cc(OC)ccc2[nH]c1=O)C(=O)Nc1ccc(F)cc1
(20) Cc1noc(C)c1C(=O)Nc1ccc(F)cc1
(21) CC(C)c1ccc(N(CC(=O)NC2CCCCC2)C(=O)CNC(=O)c2ccco2)cc1
(22) O=c1c2ccccc2ncn1-c1cccc([N+](=O)[O-])c1
(23) CN1CCCCc2c1nc1ccccc1c2N (tested in a mixture with another compound)
(24) CCOC(=O)Cc1csc(NC(=O)CSc2nnc(-c3ccc(OC)cc3)n2C)n1

assay / compound | 19 | 20 | 21 | 22 | 23 | 24
PABP1 MLLE inh | -9 | 4 | -12 | 0 | 8 | -3
FAS TE block | -6 | -2 | 10 | -2 | -5 | -6
E coli Lon inh | -3 | -3 | 2 | 5 | 0 | -4
MsrA act | -7 | -13 | -1 | -3 | -2 | 1
MT1-MMP act inh | -6 | 2 | -7 | 3 | 2 | -8
MsrA inhibitor | 1.3 | -0.3 | 1.7 | 1.0 | 1.9 | -1.6
Tb MetRS inh | -1.4 | -1.4 | 0.1 | -0.9 | 0.5 | -0.3
SKN-1 block | 8 | 7 | 14 | 4 | 22 | -3
CendR NRP1 mod | -4 | 41* | 1 | 6 | 4 | -12

Copied from the list:
no. 21 @ E coli Lon inh: 2
no. 22 @ CendR NRP1 mod: 6

Next part:
# | Structure | PABP1 MLLE inh | FAS TE block | E coli Lon inh | MsrA act | MT1-MMP act inh | MsrA inhibitor | Tb MetRS inh | SKN-1 block | CendR NRP1 mod
25 | O=C1CCCN1CC(O)CS(=O)(=O)Cc1ccc(Cl)cc1 (stereo not drawn) | 9 | -4 | 7 | -1 | 2 | 1.1 | 0.1 | 5 | 0
26 | O=C(NCc1ccc(F)cc1)C1CCN(S(=O)(=O)c2ccc(N3CCCC3=O)cc2)CC1 | -11 | -3 | -4 | -1 | 6 | -0.2 | 0.2 | -9 | -1
27 | N#CCC(=O)N1CCN(Cc2ccc3c(c2)OCO3)CC1 | 1 | -2 | -11 | -4 | 1 | 0.0 | -0.7 | -6 | 8
28 | COC(=O)CN1CCN(C(=O)c2ccco2)CC1 | 17 | -4 | -5 | -4 | -3 | 0.5 | -0.2 | -11 | 1
29 | CCCCn1c(N)c(N(C(=O)CSc2nnc(C)n2-c2ccccc2)C2CCCC2)c(=O)[nH]c1=O | 7 | -3 | -12 | -4 | -1 | -0.6 | -0.3 | -10 | -2
30 | CC1(C)CC(=O)C2=C(C1)N(c1ccc(F)cc1)C(=O)NC2(C(F)(F)F)C(F)(F)F | -7 | -4 | -6 | 7 | -5 | -2.1 | -0.2 | -16 | -1
31 | COc1cc2c(=O)n(Cc3ccccc3)c(=O)n(CC(=O)NCCc3ccccc3)c2cc1OC | -5 | 2 | 5 | -8 | -1 | 1.6 | -0.7 | -2 | -6
32 | C/C(=N\N1CCN(c2ccccc2)CC1)c1ccncc1 | -3 | -2 | 8 | -4 | 2 | 0.7 | -1.0 | -6 | -5
33 | CCOc1ccccc1-n1cnc(C#N)c1N | -5 | -4 | 4 | -3 | -1 | 0.6 | -0.1 | -2 | -8
34 | Cc1cc(C)c(NC(=O)C2CCCN2CCC(C)C)c(C)c1 (stereo not drawn) | -80 | 2 | 0 | 0 | -4 | 0.7 | 0.0 | 7 | 9
35 | CN(C)C(=O)c1cccc(-c2cnc3c(NC=O)cc(-c4cc(F)c(F)c(F)c4)cn23)c1 | -15 | 11 | -16 | -2 | -2 | 0.4 | 0.7 | 8 | -28
36 | O=C1CCCN1CC(O)CS(=O)(=O)Cc1ccc(Cl)cc1Cl (stereo not drawn) | -3 | -5 | -8 | -4 | -3 | 0.8 | 0.2 | 9 | 4
37 | CCCN(CCC)S(=O)(=O)c1ccc(NC(=O)C2CCCO2)cc1 (stereo not drawn) | -3 | 2 | 3 | -2 | -1 | 0.5 | -0.8 | 7 | -6
38 | COc1ccccc1C(=O)Nc1nnc(S(=O)(=O)N2CCCCC2)s1 | -10 | 2 | -7 | -2 | 1 | 1.7 | 0.1 | -3 | 2
39 | COCOc1ccc(C=O)c(O)c1 | 2 | -5 | -4 | -3 | 0 | 0.4 | -0.5 | 4 | 3
40 | COC(=O)COc1nc(C)c(Br)c(OC)n1 | 7 | -7 | 4 | 1 | 0 | -0.7 | -0.1 | 8 | 2
41 | CC(C)C(=O)NNC(=O)CSc1nnnn1C(C)C | 1 | -3 | -4 | 1 | -1 | 0.4 | -0.3 | -2 | 6
42 | Cc1cnc(NC(=O)Cc2cccs2)s1 | 3 | -6 | 3 | -6 | -6 | 0.0 | -0.1 | -6 | -1
43 | O=C(NCCc1ccccc1)C1CCCN(S(=O)(=O)c2cccc3nsnc23)C1 (stereo not drawn) | 8 | -8 | -1 | -7 | -3 | 0.9 | -0.6 | -3 | -5
44 | O=C(NCCn1cc(SCC(=O)N2CCOCC2)c2ccccc21)c1ccccc1 | 19 | -3 | -9 | -5 | -3 | -1.3 | -1.2 | -4 | 7
45 | CCCC(=O)NC(NC1CCS(=O)(=O)C1)C(Cl)(Cl)Cl (stereo not drawn) | 1 | -4 | 4 | -10 | 1 | -1.0 | -0.7 | 5 | 4
46 | CC(C)CC(=O)NC1(C(F)(F)F)C(=O)N(CC(C)C)C2=C1C(=O)CC(C)(C)C2 (stereo not drawn) | 6 | -4 | -7 | -4 | -1 | 0.3 | -0.3 | 2 | 2
47 | N/C(=N\OC(=O)CCCC(=O)O)c1ncc(C(F)(F)F)cc1Cl | -4 | -3 | -4 | -4 | -1 | 1.5 | 0.2 | 9 | 8
48 | CCCCOc1ccc(-c2nc(-c3cccnc3)no2)cc1 | 6 | 20 | -6 | -5 | 2 | -0.5 | -0.6 | -2 | 6
49 | Cc1ccc(NC(=O)CN(C)C(=O)Cc2c[nH]c3ccccc23)cc1 | 5 | -2 | -7 | -2 | 2 | 1.1 | 0.1 | -11 | -14
50 | O=C(CNS(=O)(=O)c1cccc(Br)c1)NCC1CCCCC1 | -9 | -1 | 2 | -2 | -1 | -0.7 | 0.1 | 2 | 11
51 | CCOCN(C(=O)Cn1cnc2ccccc21)c1c(C)cccc1CC | -2 | 0 | 9 | -3 | -9 | -0.6 | 0.1 | -6 | 4
